# Bioassay records as filed in PubChem BioAssay.
# Keap1 Nrf2 FP = Keap1-Nrf2 protein-protein interaction inhibitors, primary screen, biochemical, fluorescence polarization, single point. Keap1 Kelch-Nrf2 peptide fluorescence polarization, 1536-well. inhibition, % at 9.4 µM. 0.15% of 340,000 active. AID 504523, 2011; in the data active means inhibition above about 12%;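 further: human Keap1 Kelch domain with fluorescein labeled Nrf2 9mer peptide probe; 0% = neutral control wells and 100% = peptide positive control; higher means more block of Keap1 binding to Nrf2 peptide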
# Cardiac RTF inh = cardiac RTF calcium sensitivity inhibitors, primary screen, biochemical, IANBD-TnC fluorescence, EC70 calcium. AID 493244, 2011. inhibition, % at 7.15 µM. IANBD-labeled cardiac RTF, Ca2+ fluorescence. 0.12% of 340,000 active;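 active means inhibition above the mean inhibition of all tested compounds plus 3 SD, cut at about 17% in these data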;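 further: assay run at fixed EC70 calcium of 1.6 mM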
# SR-BI uptake up = activators of SR-BI mediated DiI-HDL uptake, primary screen, ldlA[mSR-BI] CHO cells, DiI fluorescence | AID 504775, 2011 | 0.096% of 320,000 active | activation, % at 12.5 µM | 3 h; 100 = double the neutral-control signal;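 active means mean replicate activation of at least 60% and every replicate at or above 60%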;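 further: 0% = median plate neutral-control signal and 100% = twice that signal; values of inactives mirror those of a sister screen read the other way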
#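 System: LDL receptor-deficient CHO ldlA cells overexpressing murine SR-BI | Timing: 3 h uptake period with compound, 37 °C | Medium: HEPES-buffered (25 mM, pH 7.4) F12 plus 0.5% BSA | Dosing: Single-point compound dose | Signal: Bottom-read fluorescence, 550/595 nm | Read-out: Retained DiI signal reflecting DiI-HDL uptake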
# NSD2 inh = NSD2 histone methyltransferase inhibitors, primary screen, biochemical, AlphaScreen, single concentration, set 2. Histone-lysine N-methyltransferase NSD2 (Homo sapiens), O96028. NSD2 peptide methylation, 120 min. inhibition, % at 12.5 µM. 0.54% of 310,000 active; in the data active means inhibition above about 50%
# PvdQ inh = P. aeruginosa PvdQ acylase inhibitors, primary screen, biochemical, fluorescence, plate reader and imaging, single point. AID 488965, 2010. inhibition, % at 10 µM. PvdQ acylase [Pseudomonas aeruginosa LESB58]. 0.063% of 340,000 active. purified PvdQ acylase; in the data active means inhibition above about 30%, passing the limit was not always enough;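 further: 0% = vehicle neutral wells and 100% = reference inhibitor wells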
# PKA-R2B act = activators of PKA-R2B holoenzyme, primary screen, biochemical, fluorescence polarization, Cy5-IP20, human | cAMP-dependent protein kinase catalytic subunit beta (Homo sapiens) + cAMP-dependent … | PKA-R2B holoenzyme dissociation; R2B truncated from residue 108, S112A mutant; 0% DMSO only, 100% 113 µM cGMP | activation, % at 11.4 µM | 0.079% of 340,000 active;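 active means activation above a cutoff set at the mean over all compounds plus 3 SD, cut at about 18% in these data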;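 further: higher means more holoenzyme dissociation and a rise in polarization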
# Target sequence (P31323 whole entry, looked up, other chains not shown, the tested form may be a part): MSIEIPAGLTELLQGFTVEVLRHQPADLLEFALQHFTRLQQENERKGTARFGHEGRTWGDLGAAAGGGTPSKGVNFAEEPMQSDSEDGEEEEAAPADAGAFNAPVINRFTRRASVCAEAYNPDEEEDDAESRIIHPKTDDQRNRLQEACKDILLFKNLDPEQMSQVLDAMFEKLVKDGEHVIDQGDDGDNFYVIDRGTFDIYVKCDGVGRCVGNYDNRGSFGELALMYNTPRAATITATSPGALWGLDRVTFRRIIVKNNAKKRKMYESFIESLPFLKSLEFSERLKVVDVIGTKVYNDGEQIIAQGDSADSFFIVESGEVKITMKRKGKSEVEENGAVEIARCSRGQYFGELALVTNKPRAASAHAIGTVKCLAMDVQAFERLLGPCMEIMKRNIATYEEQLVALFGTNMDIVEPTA
# Arr AP2 block = inhibitors of beta-arrestin/AP2 binding, primary screen, biochemical, GPCR trafficking, flow cytometry | FITC-arrestin peptide / GST-AP2 beads; AP2 beta2 appendage carries R879A mutation | inhibition, % at 10 µM | 0.31% of 340,000 active;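 active means inhibition above a set limit, near 3 SD of compounds lacking own fluorescence, cut at about 54% in these data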;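 further: plate controls were DMSO wells for no effect and 5 µM unlabelled arrestin peptide for full effect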
#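 test system = AP2 appendage R879A on GSH beads | buffer or medium = PBS plus Tween 20 (0.05%) and BSA (0.1%) | incubation = 12 min plus 1 h, RT | detection = bead flow cytometry, FITC channel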
# SR-BI DiI inh = inhibitors of SR-BI mediated HDL lipid uptake, primary screen, ldlA[mSR-BI] cells, fluorescence, single point. Scavenger receptor class B member 1 (Mus musculus), Q61009. ldlA[mSR-BI] CHO cells, DiI-HDL uptake fluorescence, 3 h. inhibition, % at 12.5 µM. 0.96% of 320,000 active. AID 488896, 2010;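 active means mean replicate inhibition of at least 70% and a set share of replicates each scoring 70 or more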;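 further: 0% = median of neutral control wells and 100% = median of positive control wells; values of inactives mirror those of a sister screen read the other way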
# DAGLB inh = DAGLB lipase inhibitors, primary screen, biochemical, fluorescence, HTS; Diacylglycerol lipase-beta (Homo sapiens), Q8NCG7; HEK293T DAGLB membrane lysate, EnzChek fluorogenic substrate; inhibition, % at 5.17 µM; 0.059% of 340,000 active; AID 504411, 2011; in the data active means inhibition above about 34%;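 further: 0% = enzyme with vehicle and 100% = wells lacking enzyme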
# Target sequence (Q8NCG7 whole entry, looked up): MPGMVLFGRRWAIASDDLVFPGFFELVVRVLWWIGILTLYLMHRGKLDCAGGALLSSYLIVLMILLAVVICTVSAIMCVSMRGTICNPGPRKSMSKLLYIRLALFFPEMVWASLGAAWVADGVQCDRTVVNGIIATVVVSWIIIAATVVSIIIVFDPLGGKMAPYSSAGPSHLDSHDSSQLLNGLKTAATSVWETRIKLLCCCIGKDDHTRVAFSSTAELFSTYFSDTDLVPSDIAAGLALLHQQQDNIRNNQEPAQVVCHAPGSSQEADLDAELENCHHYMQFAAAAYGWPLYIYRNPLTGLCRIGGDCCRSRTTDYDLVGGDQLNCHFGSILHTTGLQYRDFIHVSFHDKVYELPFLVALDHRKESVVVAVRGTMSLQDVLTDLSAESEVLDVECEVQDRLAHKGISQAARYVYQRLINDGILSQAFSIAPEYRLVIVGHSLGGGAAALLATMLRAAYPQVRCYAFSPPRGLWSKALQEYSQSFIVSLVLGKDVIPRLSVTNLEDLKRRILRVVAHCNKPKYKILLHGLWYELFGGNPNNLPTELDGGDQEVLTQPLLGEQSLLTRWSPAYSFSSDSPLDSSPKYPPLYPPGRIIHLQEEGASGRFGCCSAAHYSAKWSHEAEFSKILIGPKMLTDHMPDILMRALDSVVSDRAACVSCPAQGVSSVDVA
# LANA DNA inh = inhibitors of KSHV C-LANA binding to DNA, primary screen, biochemical, fluorescence polarization, FAM-LBS DNA, MBP-C-LANA, single point | Kaposi's sarcoma herpesvirus LANA C-terminal domain (residues 932-1162) DNA binding | inhibition, % at 9 µM | AID 504423, 2011 | 0.078% of 340,000 active;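 active means highest replicate inhibition at or above 60% at 9 µM, even if other replicates fall short; inactive means all replicates below 60% inhibition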;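 further: 0% = neutral control wells and 100% = 4 µM acridine orange control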
# * marks the source's active call; other numbers are inactive results; . = no result given.
# Order of values – Keap1 Nrf2 FP	Cardiac RTF inh	SR-BI uptake up	NSD2 inh	PvdQ inh	PKA-R2B act	Arr AP2 block	SR-BI DiI inh	DAGLB inh	LANA DNA inh
- C[C@@H](CN=[N+]=[N-])CN1CC[C@H](C(C)(C)C)CCC1=O
  -3	6	47	.	-3	-3	-7	-47	0	-0.5
- CCOC(=O)c1nc2cc3n(c(CC(C)C)c-2c1C)CC(C)=C3C
  -2	-38	-18	6	-17	-6	1	18	3	3.9
- COc1ccc(N=C2SC(CC(=O)Nc3ccccc3OC)C(=O)N2Cc2ccco2)cc1 (centres undefined)
  -7	-15	23	-1	-9	-3	4	-23	-2	3.1
- COc1ccc(/C=C2/CCCC(C(=O)C(F)(F)F)=C2O)cc1OC
  -4	-6	-19	0	-9	-10	1	19	-4	4.0
- Cc1c(-c2csc(N)n2)c2ccccc2n1C
  -4	-3	0	21	-24	-4	6	0	-2	-0.9
- CCCCOc1ccc(C(=O)NNC(=O)c2cnccn2)cc1OC
  -5	0	-48	-4	10	-1	14	48	0	-0.8
- CCC(C)(C)C(=O)Nc1ccc(C(N)=O)cc1
  1	2	16	-2	4	-3	26	-16	-3	-3.0
- O=C(Nc1ccc(F)cc1F)C1(c2cccs2)CCOCC1
  -5	-16	.	7	-3	-1	4	.	-1	-0.1
- Cc1ccc(C2=NOC(C)(c3nnc(-c4ccc(F)cc4)o3)C2)cc1 (centres undefined)
  0	-3	-2	.	-3	-7	7	2	-7	-0.9
- CC(=O)NCCOc1nc(N(C)C)nc(N2CCCCC2)n1
  1	9	-31	2	-6	-1	7	31	-1	-1.6
- N#CCc1ccc(NC(=O)CSc2nnc(C3CC3)n2C2CC2)cc1
  2	-5	.	-3	-4	1	-9	-6	-1	1.1
- COc1ccc2cc1Oc1ccc(cc1)C[C@H]1c3c(cc4c(c3Oc3cc5c(cc3OC)CCN(C)[C@@H]5C2)OCO4)CCN1C
  -3	5	26	.	1	11	17	-26	1	0.4
- COc1cc(/C=N/Nc2nc(=O)[nH]nc2C)ccc1O
  1	4	.	-7	7	5	36	.	-1	1.0
- CC(C)C[C@@]12C(=O)N(c3cccc(Br)c3)C(=O)N1[C@H](c1ccc(F)cc1)[C@@H]1C(=O)N(C3CCCCC3)C(=O)[C@@H]12
  -3	-2	11	.	-18	-4	0	-11	-1	-0.6
- COc1ccc(N2CCN(C(=O)C34CCC(C)(C(=O)C3)C4(C)C)CC2)cc1 (centres undefined)
  -1	-6	-2	-2	-15	-2	7	2	-1	1.2
- COC(=O)c1cc(NC(=O)CN2CCN(C(C)=O)CC2)cc(C(=O)OC)c1
  3	2	4	-3	-7	4	2	-4	-1	0.0
- Cc1c(C(=O)Nc2ccccn2)oc2c(Cl)cccc12
  0	5	8	2	4	-6	26	-8	-7	-0.3
- COc1ccc(Cl)cc1S(=O)(=O)NC(C)C(=O)NCCN1CCOCC1 (centres undefined)
  -1	6	2	-2	-1	-4	-9	-2	0	-1.3
- Cc1cc(C)n(CCc2nc(-c3cc4ccccc4o3)cs2)n1
  -3	-4	-16	-2	-11	3	3	16	-6	1.6
- Cc1cccc(C(=O)NC2CCN(CC(=O)NCc3ccccc3F)CC2)c1
  -10	-2	-6	-6	-23	5	8	6	2	1.4
- CN1CCc2c(sc(NC(=O)CS(=O)(=O)c3ccc(F)cc3)c2C(N)=O)C1
  -4	-16	28	10	-5	-4	2	-28	0	0.5
- Cc1ccc(NC(=O)c2cnn(-c3ccccc3)c2NC(=O)c2ccco2)cc1
  2	-3	13	2	1	-16	37	-13	-3	-5.0
- COc1cc2c(=O)n(Cc3ccco3)c(=O)n(CC(=O)c3ccc(Br)cc3)c2cc1OC
  -3	-2	5	0	-13	-6	7	-5	1	-2.2
- Cc1cc(N2CCOCC2)nc2ccc(NC(=O)CCC(=O)N3CCC(C)CC3)cc12
  2	-5	-7	-2	-11	-2	-4	7	3	0.6
- O=C(O)c1ccc(CS(=O)(=O)c2ccc(Br)cc2)cc1
  -1	-1	-2	1	-13	3	-9	2	2	-0.4
- O=C1CCCC2=C1C(c1ccsc1)CC(=O)N2c1nnc(SCc2ccccc2)s1 (centres undefined)
  -4	-4	-7	.	-16	-5	7	7	-9	-0.5
- Cc1onc(-c2c(Cl)cccc2Cl)c1C(=O)N1CCN(c2ncccn2)CC1
  -2	0	-11	0	-11	7	3	11	0	0.4
- Cc1cccc(NC(=S)N2CCC(NC(=O)c3ccco3)CC2)c1
  -4	-4	1	-4	-4	5	33	-1	-1	1.3
- CC(C)OC(=O)CSc1nnc(-c2ccc(O)cc2)n1Cc1ccccc1
  0	-18	56	-1	-7	-9	21	-56	0	-0.5
- COc1cc(NC(=O)C2CC(=O)N(Cc3ccco3)C2)cc(OC)c1 (centres undefined)
  0	-7	0	2	-5	3	12	0	0	-0.4

# Copied from the list.
# For SR-BI DiI inh, Cc1cccc(NC(=S)N2CCC(NC(=O)c3ccco3)CC2)c1 shows -1
# For Cardiac RTF inh, CCC(C)(C)C(=O)Nc1ccc(C(N)=O)cc1 shows 2

# Taken from the results shown (twelve entries):
# Order of values – Keap1 Nrf2 FP	Cardiac RTF inh	SR-BI uptake up	NSD2 inh	PvdQ inh	PKA-R2B act	Arr AP2 block	SR-BI DiI inh	DAGLB inh	LANA DNA inh
- Cc1cc(C)n(CCc2nc(-c3cc4ccccc4o3)cs2)n1
  -3	-4	-16	-2	-11	3	3	16	-6	1.6
- Cc1cccc(C(=O)NC2CCN(CC(=O)NCc3ccccc3F)CC2)c1
  -10	-2	-6	-6	-23	5	8	6	2	1.4
- CN1CCc2c(sc(NC(=O)CS(=O)(=O)c3ccc(F)cc3)c2C(N)=O)C1
  -4	-16	28	10	-5	-4	2	-28	0	0.5
- Cc1ccc(NC(=O)c2cnn(-c3ccccc3)c2NC(=O)c2ccco2)cc1
  2	-3	13	2	1	-16	37	-13	-3	-5.0
- COc1cc2c(=O)n(Cc3ccco3)c(=O)n(CC(=O)c3ccc(Br)cc3)c2cc1OC
  -3	-2	5	0	-13	-6	7	-5	1	-2.2
- Cc1cc(N2CCOCC2)nc2ccc(NC(=O)CCC(=O)N3CCC(C)CC3)cc12
  2	-5	-7	-2	-11	-2	-4	7	3	0.6
- O=C(O)c1ccc(CS(=O)(=O)c2ccc(Br)cc2)cc1
  -1	-1	-2	1	-13	3	-9	2	2	-0.4
- O=C1CCCC2=C1C(c1ccsc1)CC(=O)N2c1nnc(SCc2ccccc2)s1 (centres undefined)
  -4	-4	-7	.	-16	-5	7	7	-9	-0.5
- Cc1onc(-c2c(Cl)cccc2Cl)c1C(=O)N1CCN(c2ncccn2)CC1
  -2	0	-11	0	-11	7	3	11	0	0.4
- Cc1cccc(NC(=S)N2CCC(NC(=O)c3ccco3)CC2)c1
  -4	-4	1	-4	-4	5	33	-1	-1	1.3
- CC(C)OC(=O)CSc1nnc(-c2ccc(O)cc2)n1Cc1ccccc1
  0	-18	56	-1	-7	-9	21	-56	0	-0.5
- COc1cc(NC(=O)C2CC(=O)N(Cc3ccco3)C2)cc(OC)c1 (centres undefined)
  0	-7	0	2	-5	3	12	0	0	-0.4

# Next compounds follow.
# Order of values – Keap1 Nrf2 FP	Cardiac RTF inh	SR-BI uptake up	NSD2 inh	PvdQ inh	PKA-R2B act	Arr AP2 block	SR-BI DiI inh	DAGLB inh	LANA DNA inh
- COc1cc2oc(=O)cc(-c3ccc(-c4ccc(N(C)C)cc4)cc3)c2c(OC)c1OC
  -6	0	2	.	-4	-13	2	-2	2	-1.5
- Cc1ccc(C)c(N2C(=N)S/C(=C\c3ccc(-c4ccccc4C(=O)O)o3)C2=O)c1
  -6	-13	8	54*	-6	-4	-10	-8	7	0.0
- COc1cc(C=O)ccc1OCC(=O)NC(C)(C)C
  2	1	3	-2	-5	-7	6	-3	-1	-2.8
- CNc1nc(NC#N)nc(SC)n1
  -4	0	.	1	-1	-4	7	.	-4	-3.3
- CC(C)Oc1ccc(C(=O)NCC(=O)Nc2ccc3c(c2)CCC3)cc1
  1	-6	18	-1	1	3	-14	-18	-12	3.3
- COc1ccc(NC(=O)c2cc3ccccn3n2)cc1
  -3	-3	0	.	3	-10	9	0	-3	0.4
- Cc1ccc(-n2nnnc2SCC(=O)Nc2ncc(Cc3ccccc3Cl)s2)cc1
  -2	-10	-25	-3	-24	-9	0	25	-3	0.9
- CCOCCSc1nc2c(c(=O)[nH]c(=O)n2C)n1CCCc1ccccc1
  0	1	7	3	-9	4	3	-7	1	-2.0
- COc1ccccc1NS(=O)(=O)c1cccc(C(=O)N2CCCCCCC2)c1
  -5	6	21	-3	8	-10	12	-21	0	2.2
- COc1cc2nc(Nc3ccc(C)c(C)c3)nc(N)c2cc1OC
  -1	-13	14	3	-17	-3	-6	-14	1	-1.8
- COc1ccc(NC(=O)C2COc3ccccc3O2)cc1S(=O)(=O)N1CCOCC1 (centres undefined)
  -5	1	-4	14	-1	-1	-6	4	3	2.0
- Cc1ccc(S(=O)(=O)N2CCN(C(=S)NCc3ccc4c(c3)OCO4)CC2)cc1
  -5	-4	.	32	-10	-6	8	.	-2	-1.2
- Cc1cccc(NC(=O)C2CCCN2S(=O)(=O)c2ccc(F)cc2)c1C (centres undefined)
  -4	-3	17	-3	-5	-12	-3	-17	0	-1.5
- O=C(N/N=C/c1ccccc1)c1ccc(CN2C(=O)c3cccc4cccc2c34)cc1
  -6	2	-7	0	11	-3	9	7	-6	1.4
- Cc1c(C(C)C)c(=O)n(-c2ccc(S(=O)(=O)NC3CC3)cc2)n1C
  0	-1	-30	2	-4	-3	-1	30	0	13
- COc1ccccc1N(CC(=O)Nc1ccccc1C(=O)NCC(C)C)S(C)(=O)=O
  0	5	32	-1	-18	-10	3	-32	-1	0.8
- Cc1cccc(NC(=O)/C(C#N)=C/c2ccc(Cl)cc2)n1
  1	-3	-17	17	-12	-11	-8	17	0	-1.0
- CCOC(=O)N1CCN(C(=O)c2ccccc2NC(=O)COc2ccccc2C)CC1
  0	5	-1	.	13	1	14	1	-3	0.6
